Assay outcomes: PubChem BioAssay, several laboratories
MC4R ag barr = human MC4R agonism via beta-arrestin; AID 540308; activation, % at 8.9 µM; U2OS MC4R beta-arrestin complementation, luminescence; percent of melanotan II response, DMSO zero; hit rate 0.98% among 360,000; P32245;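 active means activation above a per-plate cutoff, the mean activation of sample wells on that plate plus 3 SD, cut at about 8% in these data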
LMP1 NFkB inh = inhibitors of Epstein-Barr LMP1-induced NF-kappaB reporter; LMP1-induced NF-kappaB luciferase reporter cells, luminescence; inhibition, % at 12.5 µM; hit rate 0.69% among 350,000; in the data active means inhibition above about 41%;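 further: 0% = neutral control wells and 100% = reference inhibitor control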
NR5A2 inv ag = NR5A2 inverse agonism in reporter assay; HEK293T StAR-luciferase reporter, LRH-1 transfected, 24 h; hit rate 0.13% among 360,000; O00482; inhibition, % at 3.6 µM;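 active means inhibition above the mean inhibition of all tested compounds plus 3 SD, cut at about 73% in these data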;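 further: 0% = DMSO wells and 100% = reporter-only cells lacking LRH-1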
Target sequence (O00482 whole entry, looked up): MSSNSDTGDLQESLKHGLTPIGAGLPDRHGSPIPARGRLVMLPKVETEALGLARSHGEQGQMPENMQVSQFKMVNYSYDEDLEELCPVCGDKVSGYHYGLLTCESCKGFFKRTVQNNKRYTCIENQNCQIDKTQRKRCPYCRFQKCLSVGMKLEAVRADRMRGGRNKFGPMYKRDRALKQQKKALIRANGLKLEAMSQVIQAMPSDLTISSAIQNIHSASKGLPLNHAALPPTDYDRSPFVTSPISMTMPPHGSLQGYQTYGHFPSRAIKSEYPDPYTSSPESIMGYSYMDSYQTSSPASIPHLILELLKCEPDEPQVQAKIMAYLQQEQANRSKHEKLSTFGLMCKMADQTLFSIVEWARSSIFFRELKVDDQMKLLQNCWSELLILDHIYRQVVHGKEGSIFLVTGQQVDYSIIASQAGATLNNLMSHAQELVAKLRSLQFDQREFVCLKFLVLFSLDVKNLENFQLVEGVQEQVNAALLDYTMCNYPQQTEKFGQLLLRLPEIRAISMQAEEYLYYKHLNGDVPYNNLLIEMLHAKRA
SRC1 inh = human NCOA1 inhibition; Q15788; HEK293 GAL4-SRC1 luciferase reporter, luminescence; inhibition, % at 3.6 µM; hit rate 0.12% among 360,000; AID 588354;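 active means inhibition above the campaign mean plus 3 SD, with each screening campaign given its own cutoff, cut at about 60% in these data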;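 further: 0% = DMSO treated cells and 100% = gossypol at 36 µM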
ABHD5-PLIN5 inh = ABHD5-PLIN5 protein interaction inhibition; Q00G26+Q8WTS1; Split G. princeps luciferase complementation, luminescence, 4 h; inhibition, % at 4 µM; hit rate 0.78% among 360,000; AID 602281;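 active means inhibition above the mean inhibition across every tested compound plus 3 SD, cut at about 22% in these data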;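 further: 0% = DMSO only wells and the 100% control is not disclosed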
SRC2 inh = human SRC2 (NCOA2) inhibition; hit rate 0.17% among 370,000; AID 651957; HEK293 GAL4-SRC2 luciferase reporter, luminescence; Q15596; inhibition, % at 9 µM;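 active means inhibition above the mean inhibition of all tested compounds plus 3 SD, set per campaign, cut at about 52% in these data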;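 further: 0% = DMSO treated cells and 100% = cells given Gossypol at 36 µM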
COUP-TFII inh = blocks human COUP-TFII nuclear receptor | HEK293T NGFI-A luciferase reporter, luminescence | inhibition, % at 8.6 µM | hit rate 0.7% among 370,000;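 active means inhibition above a per-plate cutoff, mean inhibition of test wells between control levels plus 3 SD, cut at about 38% in these data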;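 further: cells cotransfected with COUP-TFII expression vector driving the NGFI-A reporter; 0% = median of COUP-TF2 test wells and 100% = reporter-only cells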
Target sequence (P24468 whole entry, looked up): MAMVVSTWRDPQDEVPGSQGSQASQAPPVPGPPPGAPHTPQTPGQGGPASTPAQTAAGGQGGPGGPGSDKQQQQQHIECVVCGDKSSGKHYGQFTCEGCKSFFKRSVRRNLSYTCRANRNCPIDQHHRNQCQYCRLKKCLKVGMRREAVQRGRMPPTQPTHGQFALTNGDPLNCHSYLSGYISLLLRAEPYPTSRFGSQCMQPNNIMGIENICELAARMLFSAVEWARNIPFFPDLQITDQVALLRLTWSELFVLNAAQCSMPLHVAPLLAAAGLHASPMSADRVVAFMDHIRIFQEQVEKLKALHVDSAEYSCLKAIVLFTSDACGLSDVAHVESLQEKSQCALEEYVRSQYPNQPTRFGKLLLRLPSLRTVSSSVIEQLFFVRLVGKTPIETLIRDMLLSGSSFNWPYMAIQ
NOD2 RIPK2 PPI = NOD2-RIPK2 protein interaction inhibition. CHO BLA complementation NOD2-RIPK2, CCF4 ratio. hit rate 0.38% among 360,000. O43353. AID 624267. inhibition, % at 4.98 µM; in the data active means inhibition above about 21%;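 further: 0% = vehicle only and 100% = reference blocker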
NCOA3 inh = inhibits human SRC3 coactivator. Q9Y6Q9. HEK293 GAL4-SRC3 luciferase reporter, luminescence. inhibition, % at 3.6 µM. hit rate 0.17% among 360,000. AID 588352;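 active means inhibition above a per-campaign cutoff, the mean of all compounds plus 3 SD, cut at about 60% in these data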;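 further: 0% = DMSO-treated cells and 100% = gossypol-treated cells at 36 µM; higher means less SRC3-driven luciferase light from the GAL4 reporter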
MC4R antag cAMP = human MC4R antagonism in cAMP assay; P32245; MC4R-expressing cells, MTII-stimulated cAMP, LANCE TR-FRET; inhibition, % at 6.5 µM; hit rate 0.48% among 360,000;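 active means inhibition above its plate's cutoff, the mean of tested wells on that plate plus 3 SD, cut at about 29% in these data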;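 further: 0% = Melanotan II alone and 100% = Melanotan II plus saturating MCL0020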
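Assay system: U2OS-MC4R stable cell line; Also added: Melanotan II; Technique: Eu-cAMP/anti-cAMP TR-FRET, emission 671 nm; Times: 30-min compound, 1-h challenge, 1-h detection, room temperature.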
TLR9-MyD88 inh = inhibitors of human TLR9-MyD88 binding. Q9NR96+Q99836. CHO BLA complementation TLR9-MyD88, CCF4 FRET ratio. inhibition, % at 4.98 µM. hit rate 0.21% among 340,000. AID 504734;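 active means inhibition above the mean over all tested compounds plus 3 SD, cut at about 21% in these data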;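 further: 0% = DMSO only wells and 100% = clavulanate BLA inhibitor control wells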
Starred values were filed as active, the others as inactive.

CCN(CC)C(=O)CSc1nnc(-c2ccc(F)cc2)n1N was read as MC4R ag barr 1.0, LMP1 NFkB inh -2, NR5A2 inv ag -11, SRC1 inh -16, ABHD5-PLIN5 inh 6, SRC2 inh 5, COUP-TFII inh -8, NOD2 RIPK2 PPI 2, NCOA3 inh 12, MC4R antag cAMP 7 and TLR9-MyD88 inh -7.
`COc1ccc(C2=NS(=O)(=O)N(C)C(C(=O)NC3CCCCC3)=C2)cc1` gave MC4R ag barr 1.5, LMP1 NFkB inh 7, NR5A2 inv ag 20, SRC1 inh 9, ABHD5-PLIN5 inh 4, SRC2 inh -5, COUP-TFII inh -32, NOD2 RIPK2 PPI -17, NCOA3 inh 0, MC4R antag cAMP -7 and TLR9-MyD88 inh 14.
`Nc1c(C(=O)Nc2ccccc2)sc2ncc([N+](=O)[O-])cc12` gave MC4R ag barr 2.2, NR5A2 inv ag -66, SRC1 inh -33, ABHD5-PLIN5 inh 1, SRC2 inh 0, COUP-TFII inh -20, NOD2 RIPK2 PPI -8, NCOA3 inh -28 and MC4R antag cAMP -8.
`CC(OC(=O)c1ccc(C(C)(C)C)cc1)C(=O)NC1CCCCC1C` (stereo not given) gave MC4R ag barr 2.4, LMP1 NFkB inh -9, NR5A2 inv ag 9, SRC1 inh -7, ABHD5-PLIN5 inh 8, SRC2 inh -21, COUP-TFII inh -23, NOD2 RIPK2 PPI -7, NCOA3 inh 7, MC4R antag cAMP 3 and TLR9-MyD88 inh 7.
For COC(=O)c1ccc2nc(-c3ccc(OC)c(OC)c3)c(CC3CCCCC3)n2c1 the results were NR5A2 inv ag -17, SRC1 inh 19, ABHD5-PLIN5 inh 8, SRC2 inh -8, COUP-TFII inh -13, NOD2 RIPK2 PPI 8 and NCOA3 inh -8.
`COc1ccc(C(=O)N2CCCC(Nc3ccc(F)cc3)C2)c(OC)c1` (stereo not given) gave MC4R ag barr -1.9, LMP1 NFkB inh -2, NR5A2 inv ag -11, SRC1 inh -5, ABHD5-PLIN5 inh 10, SRC2 inh -17, COUP-TFII inh -23, NOD2 RIPK2 PPI -2, NCOA3 inh 2, MC4R antag cAMP 8 and TLR9-MyD88 inh -12.
For COc1ccc(-n2nnnc2SCC(=O)NC2CCCC2)cc1OC the results were MC4R ag barr 0.4, LMP1 NFkB inh -2, NR5A2 inv ag 9, SRC1 inh 0, ABHD5-PLIN5 inh -2, SRC2 inh -22, COUP-TFII inh 10, NOD2 RIPK2 PPI -1, NCOA3 inh -12, MC4R antag cAMP 9 and TLR9-MyD88 inh -13.
`CCOC(=O)[C@]12CCC=C1N(Cc1ccc3c(c1)OCO3)C(=O)[C@H](CC(=O)NCCCCc1ccccc1)C2` gave NR5A2 inv ag -10, ABHD5-PLIN5 inh 5, SRC2 inh 23, COUP-TFII inh 0 and NOD2 RIPK2 PPI -12.
Screening CSc1nnc(Cn2c(=O)sc3ccccc32)n1-c1ccccc1C returned MC4R ag barr -1.1, LMP1 NFkB inh -9, NR5A2 inv ag -3, SRC1 inh -28, ABHD5-PLIN5 inh -2, SRC2 inh 7, COUP-TFII inh 17, NOD2 RIPK2 PPI -4, NCOA3 inh -16, MC4R antag cAMP 1 and TLR9-MyD88 inh 11.
`CCOC(=O)C1CCN(C(=O)COC(=O)Cc2ccc(Cl)cc2)CC1` gave MC4R ag barr -1.4, LMP1 NFkB inh 2, NR5A2 inv ag 15, SRC1 inh 7, ABHD5-PLIN5 inh 10, SRC2 inh -15, COUP-TFII inh -4, NOD2 RIPK2 PPI -4, NCOA3 inh -6, MC4R antag cAMP 5 and TLR9-MyD88 inh -1.
For CN(C1CCCC1)C1CCN(C(=O)CNC(=O)/C=C/c2ccc(F)cc2)CC1 the results were MC4R ag barr -2.1, LMP1 NFkB inh -9, NR5A2 inv ag 5, SRC1 inh -15, ABHD5-PLIN5 inh -3, SRC2 inh 4, COUP-TFII inh 8, NOD2 RIPK2 PPI 4, NCOA3 inh 4, MC4R antag cAMP 7 and TLR9-MyD88 inh 7.
`O=C(Nc1ccccc1OC(F)F)c1cc2c(s1)CCC2` gave MC4R ag barr -3.4, LMP1 NFkB inh 10, NR5A2 inv ag -59, SRC1 inh -59, ABHD5-PLIN5 inh -2, SRC2 inh -30, COUP-TFII inh -41, NOD2 RIPK2 PPI -24, NCOA3 inh -35, MC4R antag cAMP -3 and TLR9-MyD88 inh -3.
`COCCNc1nc(NCCOC)c2sc(-c3ccccc3)cc2n1` gave MC4R ag barr -1.4, NR5A2 inv ag 38, SRC1 inh -9, ABHD5-PLIN5 inh -4, SRC2 inh -34, COUP-TFII inh 9, NOD2 RIPK2 PPI -13, NCOA3 inh -10 and MC4R antag cAMP 2.
Screening Cc1ccc(CNC(=O)c2nnn(-c3cccc(C)c3)c2N)cc1 returned MC4R ag barr 0.4, LMP1 NFkB inh 5, NR5A2 inv ag 21, SRC1 inh -8, ABHD5-PLIN5 inh -2, SRC2 inh -5, COUP-TFII inh 0, NOD2 RIPK2 PPI 8, NCOA3 inh 3, MC4R antag cAMP 16 and TLR9-MyD88 inh -4.
Screening COc1ccccc1NS(=O)(=O)c1ccc(C)c(C(=O)N2CCN(c3ccc(O)cc3)CC2)c1 returned MC4R ag barr -0.4, LMP1 NFkB inh -1, NR5A2 inv ag -11, SRC1 inh -2, ABHD5-PLIN5 inh -1, SRC2 inh -30, COUP-TFII inh -6, NOD2 RIPK2 PPI 4, NCOA3 inh -10, MC4R antag cAMP 9 and TLR9-MyD88 inh -3.
Screening C=CCn1c(SCC(=O)NCc2ccccc2)nnc1-c1cc(Br)ccc1O returned MC4R ag barr -2.3, LMP1 NFkB inh 13, NR5A2 inv ag 12, SRC1 inh 2, ABHD5-PLIN5 inh 1, SRC2 inh -8, COUP-TFII inh 7, NOD2 RIPK2 PPI -4, NCOA3 inh 32, MC4R antag cAMP 1 and TLR9-MyD88 inh 0.
`Cc1cccc(CN2C(=O)[C@H]3Cc4c([nH]c5ccccc45)C(C)(C)N3C2=O)c1` gave MC4R ag barr 1.1, LMP1 NFkB inh -12, NR5A2 inv ag 6, SRC1 inh -14, ABHD5-PLIN5 inh 1, SRC2 inh 1, COUP-TFII inh 7, NOD2 RIPK2 PPI 11, NCOA3 inh 2, MC4R antag cAMP 21 and TLR9-MyD88 inh -5.
CC12C=CC3(O1)C(C(=O)N(c1ccccc1)C3C(=O)NC1CCCC1)C2C(N)=O (stereo not given) was read as MC4R ag barr -1.0, LMP1 NFkB inh -1, NR5A2 inv ag 4, SRC1 inh -5, ABHD5-PLIN5 inh -1, SRC2 inh 19, COUP-TFII inh -5, NOD2 RIPK2 PPI -6, NCOA3 inh 13, MC4R antag cAMP -2 and TLR9-MyD88 inh 2.
`Cc1ccc(NC(=O)c2cccc(NC(=O)CC3SC(N4CCCCC4)=NC3=O)c2)nc1` (stereo not given) gave MC4R ag barr -0.4, LMP1 NFkB inh 0, NR5A2 inv ag 2, SRC1 inh -47, ABHD5-PLIN5 inh 4, SRC2 inh -22, COUP-TFII inh 6, NOD2 RIPK2 PPI 0, NCOA3 inh -27, MC4R antag cAMP 0 and TLR9-MyD88 inh 1.
Cc1c(N=Nc2ccc(N(C)C)cc2)c(=O)n(-c2ccccc2)n1C was read as MC4R ag barr -1.5, LMP1 NFkB inh 0, NR5A2 inv ag -73, SRC1 inh -65, ABHD5-PLIN5 inh 3, SRC2 inh -8, COUP-TFII inh -36, NOD2 RIPK2 PPI -10, NCOA3 inh -65, MC4R antag cAMP -6 and TLR9-MyD88 inh 0.
For O=C(CSc1nccc(=O)[nH]1)NCc1ccc(Cl)cc1 the results were MC4R ag barr -1.5, LMP1 NFkB inh 4, NR5A2 inv ag 2, SRC1 inh 14, ABHD5-PLIN5 inh 10, SRC2 inh -26, COUP-TFII inh 16, NOD2 RIPK2 PPI -19, NCOA3 inh 17, MC4R antag cAMP 9 and TLR9-MyD88 inh -4.
For COc1ccc(Cn2c(SCc3ccccc3C)nc3cc(OC)c(OC)cc3c2=N)cc1 the results were MC4R ag barr 26*, LMP1 NFkB inh -17, NR5A2 inv ag 16, SRC1 inh 9, ABHD5-PLIN5 inh 15, SRC2 inh 4, COUP-TFII inh -8, NOD2 RIPK2 PPI 9, NCOA3 inh 13, MC4R antag cAMP 14 and TLR9-MyD88 inh 5.
Screening Cc1occc1C(=O)NNC(=O)c1nn(C)c(=O)c2ccccc12 returned MC4R ag barr -0.4, LMP1 NFkB inh 1, NR5A2 inv ag 0, SRC1 inh 3, ABHD5-PLIN5 inh -5, SRC2 inh -26, COUP-TFII inh 5, NOD2 RIPK2 PPI 7, NCOA3 inh -2, MC4R antag cAMP 0 and TLR9-MyD88 inh 7.
Screening COc1cccc(NC(=O)Cn2c3ccc(F)cc3c3nc4n(c(=O)c32)CCS4)c1 returned MC4R ag barr -3.8, LMP1 NFkB inh -5, NR5A2 inv ag 8, SRC1 inh -5, ABHD5-PLIN5 inh 2, SRC2 inh -35, COUP-TFII inh 4, NOD2 RIPK2 PPI -7, NCOA3 inh 9, MC4R antag cAMP 3 and TLR9-MyD88 inh -4.
CN(C)CCCN(C(=O)c1ccc(S(=O)(=O)N(C)C2CCCCC2)cc1)c1nc2ccc(Br)cc2s1 was read as MC4R ag barr -1.7, LMP1 NFkB inh 6, NR5A2 inv ag 11, SRC1 inh -8, ABHD5-PLIN5 inh 10, SRC2 inh -6, COUP-TFII inh -10, NOD2 RIPK2 PPI -15, NCOA3 inh -19, MC4R antag cAMP 4 and TLR9-MyD88 inh 4.
CCCn1c(N)c(N(CCOC)C(=O)CCC2CCCCC2)c(=O)[nH]c1=O was read as MC4R ag barr 0.4, LMP1 NFkB inh -3, NR5A2 inv ag -7, SRC1 inh 2, ABHD5-PLIN5 inh 2, SRC2 inh -1, COUP-TFII inh -7, NOD2 RIPK2 PPI 4, NCOA3 inh -6, MC4R antag cAMP 4 and TLR9-MyD88 inh -4.
COc1cccc(N(CC(=O)NCCSCc2ccco2)S(=O)(=O)c2ccccc2)c1 was read as MC4R ag barr -1.5, LMP1 NFkB inh -1, NR5A2 inv ag 1, SRC1 inh 5, ABHD5-PLIN5 inh -4, SRC2 inh 1, COUP-TFII inh 14, NOD2 RIPK2 PPI -9, NCOA3 inh -29, MC4R antag cAMP 4 and TLR9-MyD88 inh 2.
For COC(=O)c1nonc1NCn1nnc2ccccc21 the results were MC4R ag barr -1.8, LMP1 NFkB inh -1, NR5A2 inv ag -18, SRC1 inh 8, ABHD5-PLIN5 inh 2, SRC2 inh 4, COUP-TFII inh -2, NOD2 RIPK2 PPI 6, NCOA3 inh 13, MC4R antag cAMP -4 and TLR9-MyD88 inh 9.
CCOc1ccc2[nH]c(=O)c(CN(Cc3ccccc3OC)C(=O)c3ccccc3)cc2c1 was read as MC4R ag barr -0.9, LMP1 NFkB inh 8, NR5A2 inv ag 15, SRC1 inh -7, ABHD5-PLIN5 inh -2, SRC2 inh 7, COUP-TFII inh 8, NOD2 RIPK2 PPI -8, NCOA3 inh -6, MC4R antag cAMP -11 and TLR9-MyD88 inh 8.

Not all compounds are listed, so the mix of outcomes need not match the whole.
